# Assay outcomes from PubChem.
# a7 integrin act: activates integrin-mediated alleviation for muscular dystrophy; alpha7betagal myoblasts, beta-gal FDG fluorescence, 48 h; Potency, µM (doses to about 38.3 µM), without a hit: at the highest dose activation, hits mostly activators; 350,000 tested, 0.064% active; AID 624291;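 note: potency is the fitted concentration of half-maximal effect; 100% = response of the positive control SU9516; nearly all actives have a fitted effect of over 60% in size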
#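 alpha7betagal+/- myoblasts (passage 13, 250/well) treated 48 h at 37C with compounds at 1:260 dilution of DMSO stock. Lysed, then beta-galactosidase activity read as FDG fluorescence (ex 480/em 540) after 30 min, with pre-read for autofluorescence.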
# ELG1 genotox: genotoxicity induction in ELG1-luciferase HEK293T cells | HEK293T ELG1-luciferase reporter, luminescence, 16 h | Potency, µM (doses to about 46 µM), without a hit: at the highest dose activity change, positive = activation, actives largely listed as activators | 330,000 tested, 1.3% active | AID 504466; note: potency is the fitted concentration of half-maximal effect; % of control where 0% means no effect; nearly all actives have a fitted effect of over 60% in size
#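 16 hr compound incubation (37 °C, 5% CO2) of HEK293T cells carrying luciferase-tagged ELG1; luciferase then measured by ONE-Glo luminescence after 30 min at RT.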
# B2AR arrestin: recruits beta-arrestin to the human beta2-adrenergic receptor | P07550 | beta-arrestin recruitment to beta2AR, cell-based reporter | Potency, µM (top dose mostly 46.1 µM), inactives show at the highest dose activation, actives largely listed as activators | 330,000 tested, 0.02% active;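 note: potency is the fitted concentration of half-maximal effect; 0% = DMSO controls and full agonism = EC100 isoproterenol or metaproterenol; nearly all actives have a fitted effect of over 65% in size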
# BRCA1 expr act: activators of BRCA1 expression. MCF7-BRCA1-FFLuc reporter, luminescence, 48 h; response scale: scaled: vehicle 0%, 10 µM genistein 100%. Potency, µM (doses to about 46.1 µM), for inactives: at the top dose activation, most hits filed as activators. 380,000 tested, 1.1% active. AID 624202; note: potency is the fitted concentration of half-maximal effect; nearly all actives have a fitted effect of over 80% in size; some results filed as inactive show a strong effect at the top dose
#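 MCF7-BRCA1-FFLuc, 2000 cells/well; 2 h attach, 37 °C/5% CO2; compound 48 h; luciferase substrate 15 min; luminescence end-point. Norm. to genistein 10 microM max activation and DMSO; concentration-response curves fitted.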
# Eya2 inh: Eya2 (human) phosphatase inhibition; AID 488837; recombinant Eya2, OMFP fluorescence dephosphorylation (OMFP is methylfluorescein phosphate); 330,000 tested, 0.006% active; Potency, µM (series often up to 76.9 µM), inactives show top-dose activity, negative = inhibition, usual class: inhibitors; O00167; note: potency is the fitted concentration of half-maximal effect; % is set by controls: 0 for no effect and ±100 for the full control effect
#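 Eya2 protein (added as 0.2 uM solution) was preincubated with compound for 10 min at ambient temperature in 50 mM HEPES pH 7.5, 50 mM NaCl, 5 uM MgCl2, 0.05% BSA, 1 mM DTT. OMFP (added at 50 uM) then reacted 10 min; fluorescence read at 485/525 nm.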
# USP2a inh: blocks human ubiquitin-specific protease USP2a. O75604. USP2 core, Ub-CHOP2 coupled fluorogenic reporter, 485/531. Potency, µM (series often up to 38.3 µM), for inactives: at the top dose activity change, negative = inhibition, hits mostly inhibitors. 330,000 tested, 0.01% active. AID 463254;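 note: potency is the fitted concentration of half-maximal effect; plate controls were DMSO wells for no effect and full inhibition by NEM control for full effect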
#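 Cell-free coupled assay: 10nM USP2 core preincubated 30min RT with compound in Tris-HCl pH 8.0/CaCl2/CHAPS buffer, then 25nM Ub-CHOP2 and 25nM reporter substrate; fluorescence (Ex 485/Em 531) read after 60min RT, normalized to NEM inhibition, concentration-response curves fitted.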
# p53 reactivator: mutant p53 re-activation in reporter cells; 320,000 tested, 0.063% active; Potency, µM (series often up to 92.2 µM), inactives show top-dose activity change, positive = activation, usual class: activators; H1299 p53-A138V BP100-luciferase reporter, luminescence, 24 h; note: potency is the fitted concentration of half-maximal effect; % of control where 0% means no effect; nearly all actives have a fitted effect of over 45% in size
#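 H1299 (p53-null), stable ts p53-A138V + BP100-Luc; 1000 cells/well, Opti-MEM/10% FBS; cpd 4 pt, 1:5; 24 h, 37 deg C, 5% CO2; detection reagent 10 min RT; luminescence.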
# TSG101-PTAP inh: blocks PTAP/TSG101 interaction to inhibit HIV-1 budding. Fluorescence polarization, FITC-PTAP peptide / Tsg101 binding. AID 493005. Potency, µM (top dose mostly 115 µM), inactives show top-dose activity change, negative = inhibition, actives largely listed as inhibitors. 340,000 tested, under 10 active. Q99816; active = well fitted inhibition curve with a large enough effect in the main read-out, with a control signal flat, not every such curve was filed as active; inconclusive = small, poorly fitted or top-dose-only effect, or effect the other way, or a change in a side signal; inactive = no such curve, though single readings can be large or run the other way; note: potency is the fitted concentration of half-maximal effect; % of control where 0% means no effect
#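 Steps: Tsg101 binding domain dispensed (10 uM final), compounds pinned in DMSO, FITC-labeled PTAP-motif peptide added (50 nM final); after 20 min binding at room temperature, polarization measured.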
# ASM inhibitor: blocks human secretory acid sphingomyelinase | P17405 | placental ASM, HMU-PC fluorogenic substrate, 60 min | Potency, µM (series often up to 57.5 µM), for inactives: at the top dose activity change, negative = inhibition, usual class: inhibitors | 340,000 tested, 0.006% active; note: potency is the fitted concentration of half-maximal effect
#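 qHTS format. ASM enzyme prepared from human placenta hydrolyses the fluorogenic substrate HMU-PC0 (9 uM final) over 60 min at 37 °C after a 10 min compound preincubation.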
# TRPV1 ag: human TRPV1 agonism. Q8NER1. TRPV1-expressing cells, Fluo-8 calcium influx, agonist mode. activation, % at 8.33 µM. 320,000 tested, 0.19% active. AID 540275; in the data active = activation above about 80%; inconclusive = between about 30% and that limit; note: 0% is about no effect
# Target sequence (Q8NER1 whole entry, looked up): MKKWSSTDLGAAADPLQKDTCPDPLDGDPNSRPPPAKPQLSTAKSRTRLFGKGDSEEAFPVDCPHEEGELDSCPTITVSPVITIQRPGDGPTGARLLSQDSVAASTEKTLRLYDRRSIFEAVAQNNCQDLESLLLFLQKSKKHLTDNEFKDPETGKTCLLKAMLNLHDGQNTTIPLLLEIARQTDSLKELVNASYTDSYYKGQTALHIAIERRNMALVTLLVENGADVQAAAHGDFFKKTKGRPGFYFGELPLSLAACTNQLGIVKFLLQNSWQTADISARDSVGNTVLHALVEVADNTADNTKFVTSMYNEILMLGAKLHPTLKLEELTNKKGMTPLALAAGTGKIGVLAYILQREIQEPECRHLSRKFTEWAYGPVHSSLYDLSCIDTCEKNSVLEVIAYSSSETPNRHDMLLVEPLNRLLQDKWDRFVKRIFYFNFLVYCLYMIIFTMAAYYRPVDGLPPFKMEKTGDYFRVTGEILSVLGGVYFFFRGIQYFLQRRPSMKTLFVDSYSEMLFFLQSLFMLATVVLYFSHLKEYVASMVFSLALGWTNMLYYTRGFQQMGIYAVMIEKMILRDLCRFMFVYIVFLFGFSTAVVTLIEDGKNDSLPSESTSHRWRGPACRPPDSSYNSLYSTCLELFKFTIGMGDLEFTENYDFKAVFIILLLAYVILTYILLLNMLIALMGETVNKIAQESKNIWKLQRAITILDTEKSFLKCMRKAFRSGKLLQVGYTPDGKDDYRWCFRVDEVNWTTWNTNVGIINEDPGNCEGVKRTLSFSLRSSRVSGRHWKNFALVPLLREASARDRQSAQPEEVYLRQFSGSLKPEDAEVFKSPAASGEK
#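 Fluo-8 calcium influx in TRPV1-expressing cells, kinetic read (ex 480/em 520 nm). Compound added and read 3 min for agonist activity, followed by capsaicin at EC20 final and 2 min further read for enhancement.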
# uPA surface inh: blocks generation of uPA at the cell surface; cell surface uPA generation assay, qHTS; Potency, µM (titrated, usually from 38.3 µM), without a hit: at the highest dose activity change, negative = inhibition, usual class: inhibitors; 330,000 tested, 0.31% active; active = well fitted inhibition curve with a large enough effect; inconclusive = small, poorly fitted or top-dose-only effect; inactive = no such curve, though single readings can be large or run the other way; tested in mouse RAW 264.7 cells; note: potency is the fitted concentration of half-maximal effect; % is set by controls: 0 for no effect and ±100 for the full control effect; nearly all actives have a fitted effect of over 55% in size
# * hit, by the source's call; ? = inconclusive; . = no result given; [ ] = dose if it differs, or a comment. Unless noted, calls come from the whole dose curve; as a rule, active = well fitted curve in the direction sought with a large enough effect; inconclusive = small, poorly fitted or top-dose-only effect, or another doubt; inactive = no such curve, though single readings can be large; an effect the other way counts as inactive or inconclusive.
SMILES,a7 integrin act,ELG1 genotox,B2AR arrestin,BRCA1 expr act,Eya2 inh,USP2a inh,p53 reactivator,TSG101-PTAP inh,ASM inhibitor,TRPV1 ag,uPA surface inh
COc1ccc2c(c1)[nH]c1c(=O)n(CCc3cnc[nH]3)cnc12,-8%,9%,0.0%,-21%,-33%,1%,2%,-1%,9%,1,-1%
CCOc1ccc(CCNC(=O)CCNC(=O)c2ccc(Br)cc2)cc1OCC,-20%,-8%,0.1%,-3%,14%,2%,23%,2%,2%,4,-12%
COc1ccc(-c2nc3n(c2C)Cc2ccccc2-3)cc1,-7%,13µM*,-0.4%,32%,-8%,3%,?,-7%,7%,2,-6%
N#Cc1c(NCc2ccccc2)ccnc1Cl,3%,.,.,-9%,.,.,.,-2%,3%,.,0%
Cc1nc2ccc(Br)cc2c2c1CC(CO)O2 (configuration not stated),16%,-3%,-0.1%,-3%,5%,2%,-3%,-3%,-2%,2,-16%
CCN(c1ccccc1)S(=O)(=O)c1ccc(NCC2COc3ccccc3O2)nc1 (configuration not stated),-43%,-5%,-0.3%,-69%,-9%,-14%,-1%,-1%,0%,-4,-8%
Cc1ccc(S(=O)(=O)c2c(CO)c(-c3ccccc3)nn2C)cc1,-29%,-9%,-0.1%,0%,-11%,0%,-3%,0%,-4%,20,-1%
N#Cc1nc(-c2ccco2)oc1NCCCn1ccnc1,5%,5%,-0.1%,-20%,-3%,2%,10%,-3%,4%,-2,-2%
CCOc1ccc(N(C(=O)C2CCCO2)C2C=CS(=O)(=O)C2)cc1 (configuration not stated),-21%,-1%,-0.1%,-3%,-23%,3%,2%,-1%,3%,-3,0%
Cc1onc(-c2ccccc2)c1C(=O)N/N=C(\N)COc1ccc(Cl)cc1,-17%,-6%,-0.3%,-34%,-10%,-1%,-7%,-4%,-2%,1,.
COc1ccc(-c2[nH]ncc2CN2CCC(C(=O)N3CCOCC3)CC2)c(F)c1,22%,1%,-0.6%,31%,-24%,0%,-1%,-2%,1%,-5,4%
COc1ccc(CC(=O)NNS(=O)(=O)c2ccccc2[N+](=O)[O-])cc1,8%,-2%,-0.2%,19%,-9%,2%,4%,-4%,3%,-2,1%
CC(CN1CCCCC1)OC(=O)C1c2ccccc2Oc2ccccc21 (configuration not stated),18%,-2%,-0.3%,-8%,-9%,3%,3%,1%,0%,1,3%
CCCn1nc(Oc2nc(NC(C)C)nc(N(C)C)n2)ccc1=O,-16%,-5%,0.1%,2%,2%,0%,-4%,0%,0%,26,-3%
Cc1cccc(C)c1OCc1nnc2c3cnn(C)c3ncn12,-7%,15%,0.4%,22%,3%,0%,-5%,-5%,-2%,-7,.
CCC1(C)Cc2c(sc(NC(=O)CCC(=O)O)c2C#N)CO1 (configuration not stated),-3%,0%,-0.6%,3%,-25%,-1%,-1%,-3%,1%,-1,0%
Cc1cc(C)cc(OCC(=O)N2N=C(c3cccnc3)CC2(O)C(F)(F)F)c1 (configuration not stated),-4%,0%,-0.5%,-31%,2%,-2%,-3%,-1%,0%,6,1%
CC12CN3CC(C)(CN(C1)C31C(=O)N(Cc3ccccc3)c3ccccc31)C2=O (configuration not stated),.,2%,-0.4%,.,5%,0%,-4%,.,.,2,.
N#C/C(=C\c1ccc([N+](=O)[O-])cc1)C(=O)NCCCn1ccnc1,-11%,0%,0.0%,0%,4%,-1%,-1%,2%,4%,-2,-4%
Cn1c(CN2CCCCC2)nc2cc(NS(=O)(=O)c3ccc(Cl)cc3)ccc21,2%,-2%,0.3%,0%,-17%,1%,-2%,-3%,4%,3,10%

# Brought forward from above: 5 entries, then new ones.
SMILES,a7 integrin act,ELG1 genotox,B2AR arrestin,BRCA1 expr act,Eya2 inh,USP2a inh,p53 reactivator,TSG101-PTAP inh,ASM inhibitor,TRPV1 ag,uPA surface inh
CCC1(C)Cc2c(sc(NC(=O)CCC(=O)O)c2C#N)CO1 (configuration not stated),-3%,0%,-0.6%,3%,-25%,-1%,-1%,-3%,1%,-1,0%
Cc1cc(C)cc(OCC(=O)N2N=C(c3cccnc3)CC2(O)C(F)(F)F)c1 (configuration not stated),-4%,0%,-0.5%,-31%,2%,-2%,-3%,-1%,0%,6,1%
CC12CN3CC(C)(CN(C1)C31C(=O)N(Cc3ccccc3)c3ccccc31)C2=O (configuration not stated),.,2%,-0.4%,.,5%,0%,-4%,.,.,2,.
N#C/C(=C\c1ccc([N+](=O)[O-])cc1)C(=O)NCCCn1ccnc1,-11%,0%,0.0%,0%,4%,-1%,-1%,2%,4%,-2,-4%
Cn1c(CN2CCCCC2)nc2cc(NS(=O)(=O)c3ccc(Cl)cc3)ccc21,2%,-2%,0.3%,0%,-17%,1%,-2%,-3%,4%,3,10%
COc1ccc(NC(=O)Cn2cc(C(C)=O)c3ccccc32)cc1,0%,-5%,-0.5%,-16%,-13%,-2%,.,-5%,-1%,-3,-11%
Cc1cccc(CSc2ccc(S(=O)(=O)N3CCCC3)cn2)c1,?,-2%,-0.2%,4%,1%,-9%,5%,-3%,-6%,18,10%
CN(C)NC(=S)NC1CCS(=O)(=O)C1 (configuration not stated),30%,0%,0.1%,2%,-7%,-1%,9%,-1%,0%,4,-2%
CC(NC(=O)CSc1nnc(CC(=O)Nc2ccc(Cl)c(Cl)c2)n1C)c1ccccc1 (configuration not stated),-14%[7.66 µM],-5%,0.7%,-48%,-9%,5%,-4%,-2%,1%,20,1%
CCN(c1ccccc1)S(=O)(=O)c1ccc(Cl)c(NC(=O)COC(=O)c2ccc[nH]c2=O)c1,7%,2%,0.0%,2%,3%,0%,-4%,-3%,3%,-3,-1%
Cn1nc([N+](=O)[O-])nc1Sc1nnnn1-c1ccc(C(=O)O)cc1,-1%,0%,-0.4%,2%,3%,1%,-2%,0%,-1%,13,-4%
COC(=O)c1ccccc1NC(=O)c1cccc(NC(=O)CSCc2ccccc2)c1C,26%,1%,0.2%,1%,-24%,0%,13%,-2%,-1%,-1,6%
O=C(Nc1cnc2ccccn2c1=O)c1ccc(F)cc1,10%,19%,0.0%,?,0%,1%,?,-11%,31%[activator],3,1%
CCN1C(=O)[C@H]2[C@@H](c3ccc(-c4ccc5c(c4)OCO5)c(OC)c3)N[C@@](CC(C)C)(C(=O)OC)[C@H]2C1=O,-13%,-3%,-0.3%,-29%,-5%,-15%,-9%,-2%,11%,8,3%
Fc1cnc(N/N=C/c2ccc(-c3ccc(Br)cc3)o2)nc1N1CCOCC1,-21%,-25%,-0.7%,-21%,-30%,-2%,16%,0%,5%,?,1%
CCc1ccccc1NC(=O)CNCC(=O)Nc1ccccc1CC,11%,-1%,0.5%,-15%,7%,-4%,2%,-4%,-4%,14,2%
O=C(O)C1CCCN1S(=O)(=O)c1ccc2c(c1)CCC2 (configuration not stated),-5%,0%,-0.3%,-3%,-2%,1%,-14%,-6%,0%,-1,6%
Cc1ccc(NC(=O)N2CCCc3ccccc32)cc1,9%,7%,0.1%,73%,2%,2%,7%,-3%,2%,14,-2%
O=C(c1cccc(-n2cnnn2)c1)N1CC=C(c2ccccc2)CC1,0%,2%,0.4%,29%,-4%,4%,?,-3%,0%,-3,-1%
CCOc1cc(S(=O)(=O)Nc2ccncc2)ccc1F,7%,0%,4.9%,3%,0%,-1%,.,-3%,1%,-1,-2%
CCOC(=O)COc1ccc(S(=O)(=O)N2CCN(c3ccccc3)CC2)cc1,1%,1%,-0.2%,-12%,1%,1%,4%,-1%,-2%,-3,-5%
CCOC(=O)C1=C(O)/C(=C/c2ccc(OCC(=O)Nc3ccc(C)cc3)cc2)N=C1C,8%,10%,0.1%,8%,6%,-1%,12%,4%,1%,0,10%
CC(C)=CCc1c(O)cc(O)c2c1OC(c1ccc(O)cc1)CC2=O (configuration not stated),-8%,.,.,-40%,.,.,.,1%,-21%,.,-6%
CC1CCCC(C)N1C(=O)c1ccc2c(c1)S(=O)(=O)c1ccccc1C2=O (configuration not stated),-29%,14%,-1.1%,-12%,2%,1%,-2%,0%,4%,0,-1%
CCOc1ccc(N=CC2=C(O)CC(C)(C)CC2=O)cc1,11%,?,-0.3%,0%,-3%,2%,19%,-5%,7%,0,1%
O=C(NC1=NCCS1)C1CC(=O)N(c2ccc(F)cc2)C1 (configuration not stated),5%,0%,0.1%,-1%,15%,4%,0%,-7%,-1%,-1,5%
COc1ccc(OC)c(C(=O)c2ccc(C(=O)Nc3ccc4ccccc4c3)cc2)c1,-15%,?,-0.4%,33%,-12%,-2%,13%,-1%,-2%,4,1%
